proCasp7 act – activates human procaspase-7, counter-screen for procaspase-3 activators; hit rate 0.093% among 330,000; activation, % at 8.5 µM; recombinant procaspase-7, Ac-DEVD-pNA absorbance 405 nm; D23A/D198A/D206A triple mutant, cannot self-cleave; scale: DMSO 0, 5 µM enzyme 100;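 active = percent activation above the screen-wide mean plus 3 SD, cut at about 25% in these data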
Target sequence (P55210 whole entry D23A/D198A/D206A): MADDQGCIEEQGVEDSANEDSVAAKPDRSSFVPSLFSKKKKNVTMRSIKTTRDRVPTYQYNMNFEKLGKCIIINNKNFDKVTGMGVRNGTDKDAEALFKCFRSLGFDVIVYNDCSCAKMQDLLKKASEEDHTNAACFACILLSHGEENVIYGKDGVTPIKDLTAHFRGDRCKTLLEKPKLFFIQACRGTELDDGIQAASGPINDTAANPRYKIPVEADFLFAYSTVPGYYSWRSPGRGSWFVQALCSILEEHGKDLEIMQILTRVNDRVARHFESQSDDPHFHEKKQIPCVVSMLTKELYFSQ
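Assay system: Uncleavable procaspase-7 mutant enzyme | Input: 2 µM procaspase-7 mutant as dispensed | Timing: 1 h compound preincubation, 2 h substrate cleavage, 25 °C | Repeats: One well per compound | Control set: DMSO wells as 0%, DMSO with 5 µM added PC-7 as 100% | Technique: Epi-absorbance of released pNA at 405 nm, two timepoints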
RPL19A-GFP yeast – modulators of TOR pathway RPL19A-GFP in S. cerevisiae; hit rate 0.3% among 330,000; percent response vs DMSO, % at 10 µM; AID 2025; S. cerevisiae RPL19A-GFP strain, flow cytometry, 3 h; stronger effect = lower value;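 active = percent response vs DMSO below 50%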;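 also: median channel GFP fluorescence of the barcoded RPL19A-GFP strain; ratio of sample median GFP to plate DMSO average so 100% = DMSO; lower means less RPL19A-GFP as with rapamycin TOR inhibition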
Yeast superoxide – caloric restriction mimetics inhibiting age-related superoxide in yeast; superoxide response (% of plate mean), % at 10 µM; S. cerevisiae aged cells, superoxide DHE fluorescence; stronger effect = lower value; hit rate 0.18% among 330,000;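 active = superoxide response under a set limit, about three screen SD below normal, cut at about 65% in these data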;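 also: yeast aged for seven days with compound at 30 °C before DHE staining; 100% = average MFI of all compound-treated wells on the plate with controls excluded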
LAP4-GFP MLPCN – yeast TOR pathway LAP4-GFP modulation; S. cerevisiae LAP4-GFP multiplex, flow cytometry GFP, 3 h; median GFP as percent of DMSO wells; GFP response vs DMSO, % at 10 µM; hit rate 0.34% among 320,000; AID 2023;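 active = GFP response vs DMSO above a set limit, about the screen mean plus 3 SD, cut at about 150% in these data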
JMJD2C inh – human JMJD2C demethylase inhibition; Q9H3R0; GST-JMJD2C(1-420) H3K9me3 demethylation, DELFIA europium; inhibition, % at 2.35 µM; hit rate 0.069% among 330,000;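 active = more than half of a compound's replicate wells show inhibition beyond 50%, single wells judged on their own value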;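 also: signal counts dimethyl H3K9 product captured on neutravidin plate; 0% = median of DMSO wells and 100% = 0.3 times that DMSO median; strong numbers were not always called active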
Target sequence (Q9H3R0 1-420 limits assumed): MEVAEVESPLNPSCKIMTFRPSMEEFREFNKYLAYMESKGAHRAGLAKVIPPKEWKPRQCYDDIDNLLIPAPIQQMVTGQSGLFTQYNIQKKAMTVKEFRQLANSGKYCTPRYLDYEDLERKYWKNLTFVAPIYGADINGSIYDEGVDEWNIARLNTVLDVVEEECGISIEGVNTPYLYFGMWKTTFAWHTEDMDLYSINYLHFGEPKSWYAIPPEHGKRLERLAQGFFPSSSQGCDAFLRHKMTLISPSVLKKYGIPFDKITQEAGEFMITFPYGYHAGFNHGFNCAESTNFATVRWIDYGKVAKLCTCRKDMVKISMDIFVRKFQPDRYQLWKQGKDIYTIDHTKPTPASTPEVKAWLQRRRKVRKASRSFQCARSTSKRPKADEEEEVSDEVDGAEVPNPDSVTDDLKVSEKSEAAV
proCasp3 act – activators of human procaspase-3; recombinant procaspase-3 D3A, Ac-DEVD-pNA absorbance 405 nm; activation, % at 8.5 µM; hit rate 0.11% among 330,000; P42574;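 active = activation above the mean of all tested compounds plus 3 SD, cut at about 21% in these data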;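 also: 0% = DMSO alone and 100% = DMSO wells spiked with extra 5 µM PC-3 D3A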
Target sequence (P42574 whole entry D9A/D28A/D175A): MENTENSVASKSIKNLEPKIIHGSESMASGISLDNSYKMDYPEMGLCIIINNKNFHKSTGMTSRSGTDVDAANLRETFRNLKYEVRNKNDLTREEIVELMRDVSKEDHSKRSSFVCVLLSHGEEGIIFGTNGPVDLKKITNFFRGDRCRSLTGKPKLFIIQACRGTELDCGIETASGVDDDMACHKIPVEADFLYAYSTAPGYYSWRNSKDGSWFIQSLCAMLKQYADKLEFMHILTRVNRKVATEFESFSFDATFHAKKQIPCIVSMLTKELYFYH
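material = Procaspase-3 D3A mutant | probe or stimulus = Ac-DEVD-pNA | compound = single dose, 8.5 µM nominal compound, 0.8% DMSO | timing = 1 h preincubation, 2 h reaction | measured by = 405 nm absorbance of p-nitroaniline, reads at 0 and 120 min | benchmarks = DMSO-only low control, 5 µM PC-3 D3A high control | repeats = singlicate, each compound tested once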
MEP2-GFP yeast – alters MEP2-GFP fluorescence in TOR pathway yeast screen; GFP response vs DMSO, % at 10 µM; AID 2016; S. cerevisiae MEP2-GFP strain, flow cytometry GFP, 3 h; 100% = DMSO control level; hit rate 0.51% among 330,000;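 active = GFP response versus DMSO above a set limit, roughly screen mean plus 3 SD, cut at about 180% in these data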;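 also: median GFP fluorescence of the barcode-gated MEP2-GFP cells per well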
AHR act – activators of human aryl hydrocarbon receptor. activation, % at 5 µM. AHR-responsive luciferase reporter cells, luminescence. AID 2796. hit rate 2.5% among 320,000. P35869; in the data active = activation above about 47%;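 also: 0% = vehicle wells and 100% = reference agonist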
The depositor's hits bear a star; x = no result given.

Fields – AHR act	proCasp3 act	MEP2-GFP yeast	RPL19A-GFP yeast	JMJD2C inh	proCasp7 act	Yeast superoxide	LAP4-GFP MLPCN
COc1cccc(C(=O)NCc2nnc(SCC(=O)Nc3nccs3)n2-c2cccc(C)c2)c1
→ 3.3	-2.7	108.3	101.7	54.2	-0.9	108.5	97.1
CCC(NS(=O)(=O)c1ccc(C)cc1)C(=O)N1CCOCCOCCOCCOCC1 (centres undefined)
→ -2.0	1.7	100.6	90.5	7.9	6.0	105.1	77.1
COc1ccc(NC(=O)CSc2ccccn2)cc1
→ 2.9	-11.7	98.7	98.5	5.8	0.9	92.8	99.0
Cc1ccc(NC(=O)CCOc2ccccc2)cc1
→ 1.4	-2.6	92.3	93.0	-5.7	4.7	88.3	105.0
CSc1ccc(NC(=O)N2CC(C)OC(C)C2)cc1 (centres undefined)
→ 6.8	6.8	109.7	103.9	-4.7	2.6	77.2	108.8
CN(C)S(=O)(=O)c1ccc(C(=O)NCC(c2cccs2)N2CCOCC2)cc1 (centres undefined)
→ 6.8	-4.0	97.4	98.7	8.8	-2.5	91.4	84.3
CC(CCc1ccccc1)NC(=O)c1ccco1 (centres undefined)
→ -0.7	-2.4	90.3	98.4	12.7	9.2	102.7	110.3
NNC(=O)c1cccc(S(=O)(=O)Nc2cccc(C(F)(F)F)c2)c1
→ 1.4	-3.5	99.2	100.1	-4.3	0.4	93.4	103.0
COc1ccc(-n2nc3c(c2NC(=O)C2CC2)CS(=O)C3)cc1 (centres undefined)
→ 8.9	0.8	99.5	95.1	-4.2	8.2	110.0	93.1
CCOC(=O)C1=NOC(CNC(=O)C2=NOC(CNC(=O)c3c(-c4ccccc4Cl)noc3C)C2)C1 (centres undefined)
→ -2.9	-1.1	98.5	91.7	21.0	8.9	86.9	100.7
COC(=O)Sc1nc(N2CCOCC2)c2c(c1C#N)CC(C)(C)OC2
→ 0.3	1.8	102.1	102.5	-10.1	7.0	137.6	101.0
COCCn1nnnc1C(c1cccc(C#N)c1)N1CCCCCC1 (centres undefined)
→ 1.2	5.8	110.5	104.5	-2.6	7.5	101.7	102.4
COc1ccc(CCN2C(=O)CSC2=Nc2ccc(C)cc2C)cc1OC
→ 0.4	4.8	94.8	97.9	-24.6	4.5	105.8	100.5
O=C(CCc1nc(-c2cccs2)no1)Nc1cnc2ccccc2c1
→ 11.1	-0.2	99.6	100.0	-2.3	2.4	88.5	90.3
Brc1ccc2ncc(Br)cc2c1
→ 0.8	0.6	115.6	107.1	2.4	2.2	97.5	98.4
CN(CC(=O)NC(=O)NC(C)(C)C)CC(=O)Nc1ccccc1Cl
→ -0.9	5.3	94.8	99.7	x	1.5	95.4	101.3
CCn1cc(Cl)c(C(=O)Nc2ccccc2C(N)=O)n1
→ 54.5*	-1.7	100.0	98.2	1.9	1.4	131.5	102.2
Cc1cccc(NC(=O)/C=C/c2cccs2)n1
→ 2.4	0.8	95.6	99.1	9.1	-0.5	92.5	104.4
NS(=O)(=O)c1ccc(CCNC(=O)C(=O)C2C(=O)Nc3ccccc32)cc1 (centres undefined)
→ 33.3	13.2	96.3	100.3	-7.2	-8.0	83.9	91.9
Cc1cccc(C)c1OCC(=O)Nc1cccc(-c2nnc(-c3ccccc3)o2)c1
→ 1.6	-3.7	104.8	101.4	-4.2	8.1	105.7	104.1

As a short view, some entries already given:
Fields – AHR act	proCasp3 act	MEP2-GFP yeast	RPL19A-GFP yeast	JMJD2C inh	proCasp7 act	Yeast superoxide	LAP4-GFP MLPCN
COc1ccc(CCN2C(=O)CSC2=Nc2ccc(C)cc2C)cc1OC
→ 0.4	4.8	94.8	97.9	-24.6	4.5	105.8	100.5
O=C(CCc1nc(-c2cccs2)no1)Nc1cnc2ccccc2c1
→ 11.1	-0.2	99.6	100.0	-2.3	2.4	88.5	90.3

(more compounds)
Fields – AHR act	proCasp3 act	MEP2-GFP yeast	RPL19A-GFP yeast	JMJD2C inh	proCasp7 act	Yeast superoxide	LAP4-GFP MLPCN
O=C(NCCCNC(=O)c1ccccn1)c1ccc(Br)cc1
→ 2.7	5.6	101.7	110.8	-24.0	1.6	90.4	82.8
O=C(O)CC(c1ccc(F)cc1F)N1Cc2ccccc2C1=O (centres undefined)
→ 0.8	10.7	109.3	104.4	-16.3	9.6	99.2	87.9
COc1ccc(N(C)S(=O)(=O)c2cccc(C(=O)NCc3ccc(C)cc3)c2)cc1
→ 3.5	-4.5	93.6	95.9	6.1	6.7	83.5	91.6
O=C(c1ccc(N2C(=O)C3C4c5ccccc5C(c5ccccc54)C3C2=O)cc1)N1CCOCC1 (centres undefined)
→ -2.2	-0.3	103.4	107.5	-8.2	-2.3	109.4	98.6
COc1ccc(N(C(=O)/C=C/C(=O)Nc2cc(C)on2)C(C(=O)NC2CCCC2)c2ccccc2C)cc1 (centres undefined)
→ 1.1	-1.6	110.6	108.8	1.3	-0.8	86.2	101.7
Cc1cc(=O)[nH]c(SCC(=O)c2ccc(C(C)C)cc2)n1
→ 13.9	-10.8	99.8	97.4	-1.3	-12.1	73.9	103.1
CC(=O)N1CCCN(C(=O)c2cc(COc3c(F)cccc3F)on2)CC1
→ -2.1	7.2	103.8	91.9	-2.9	1.0	117.5	112.4
CN(C)c1ccc(CNC(=O)CCS(=O)(=O)c2ccc3c(c2)n(C)c(=O)c(=O)n3C)cc1
→ 1.2	1.6	100.9	98.8	-6.9	5.4	82.8	99.2
CCN(CC)S(=O)(=O)c1cccc(C(=O)Nc2ccccc2)c1
→ 19.6	9.2	102.4	107.0	-2.4	2.6	96.6	100.1
CCCn1c(N)c(Sc2ccc([N+](=O)[O-])cc2)c(=O)n(CCC)c1=O
→ -1.5	0.7	101.7	100.9	7.0	11.9	105.3	92.0
c1ccc(Cn2nc(-c3ccccc3)nc2-c2ccccc2)cc1
→ 2.9	7.0	x	x	2.5	10.4	110.0	x
COc1ccc(CC(C)N2CCN(Cc3ccccc3)CC2)cc1OC (centres undefined)
→ 0.6	1.5	104.2	99.9	-11.2	2.4	109.7	95.8
CC(C)Cn1c(N)c(C(=O)CSc2ccc3c(c2)OCCO3)c(=O)n(C)c1=O
→ -1.0	0.2	95.9	102.5	-4.9	10.0	94.9	104.9
CCN(CC)CCCNC(=O)C1CCC(=O)N(c2ccc(OC)cc2)C1c1ccc(F)cc1 (centres undefined)
→ 4.0	-3.8	100.8	97.9	-8.5	-1.6	100.1	104.9
COc1cc(S(N)(=O)=O)c(OC)cc1N
→ 8.2	-7.3	93.3	102.3	-14.3	1.1	77.1	97.7
Cc1ccc(CNCC(=O)Nc2cccc(S(=O)(=O)NC3=NCCCCC3)c2)cc1
→ -1.1	0.5	105.6	117.4	-3.7	3.3	98.8	109.0
COc1ccc(N(C(=O)c2snc(C(N)=O)c2N)C(C(=O)NCc2ccc(F)cc2)c2ccc(O)cc2)cc1 (centres undefined)
→ 4.3	4.9	111.2	108.3	-12.7	12.0	99.4	99.2
Cc1nnc(C)n1N1C(=O)c2cccc3cccc(c23)C1=O
→ 0.0	1.5	95.5	117.7	-7.1	-9.0	96.4	77.7
O=C(Nc1ccc(S(=O)(=O)N2CCCC2)cc1)C1CC(=O)N(CCc2ccc(F)cc2)C1 (centres undefined)
→ 0.4	-1.6	92.9	99.1	-4.9	8.1	108.3	95.2
Cc1ccc([C@@H]2[C@@H]3C(=O)N(C)C(=O)[C@@H]3[C@]3(C)C(=O)N(Cc4ccc(-c5ccccc5)cc4)CC(=O)N23)o1
→ -0.3	7.5	96.7	106.0	-10.0	3.2	105.5	132.6
CCOC(=O)N/N=C(/C)c1ccc(N2C(=O)C3CCCCC3C2=O)cc1 (centres undefined)
→ 4.4	1.4	92.6	95.2	8.8	-1.1	94.0	93.7
N=C1C(c2ccccc2)=C(O)CN1CCCO
→ -0.5	1.4	103.7	106.5	-3.0	12.2	118.3	96.4
O=C(COc1cccc2c1CCN(Cc1ccccc1)C2=O)N1CCCCC1
→ -2.7	3.7	97.4	96.5	-9.0	-1.1	106.6	92.7
C=CCn1c(SCC(=O)N(C)CC(=O)Nc2ccc(C)cc2)nnc1-c1ccncc1
→ -0.1	-4.8	106.2	105.6	-2.6	-11.2	107.0	104.5
COc1ccc(CN=C(C)c2c(C(F)(F)F)[nH]n(-c3nc4ccccc4s3)c2=O)cc1
→ -1.4	8.1	108.9	101.3	-0.3	-8.9	115.3	94.6
N#Cc1ccccc1NC(=O)c1ccc2c(c1)OCO2
→ 32.1	4.0	100.7	99.5	3.5	-1.2	96.9	99.5
C/C(=N\NC(=O)c1ccccc1)c1c(C)[nH]n(-c2ccccc2)c1=O
→ 4.3	-4.3	109.1	103.9	6.1	-12.3	95.5	102.8
O=S(=O)(Nc1ccncc1Cl)c1ccccc1
→ -2.1	0.5	86.6	84.0	8.1	0.9	90.8	83.6
Cc1cccc(-n2nnc3c(=O)n(CC(=O)Nc4cc(C)on4)cnc32)c1
→ 0.0	-2.7	99.6	101.8	2.6	17.8	102.9	111.4
S=c1[nH]nc(-c2cccs2)n1/N=C/c1c(Cl)cccc1Cl
→ 19.0	-19.5	96.6	99.7	13.9	-32.1	101.6	88.3
Cc1cc(/C=C(\C#N)c2nnc(N3CCOCC3)n2-c2ccccc2)c(C)n1-c1ccccc1
→ -1.1	-3.2	97.3	92.4	-3.3	1.3	114.0	91.4
COc1ccc(C(=O)Nc2cccc(N(C)S(C)(=O)=O)c2)cc1OC
→ 16.1	-1.3	97.9	117.0	-1.2	-3.7	101.8	80.0
CC(=O)Nc1ccc(SC(C)C(=O)NC2CCCC2)cc1 (centres undefined)
→ 1.6	-1.9	100.3	102.4	18.9	0.3	116.6	94.4
C=CCOc1ccc(C(c2c(C)n(C)n(-c3ccccc3)c2=O)c2c(C)n(C)n(-c3ccccc3)c2=O)cc1
→ -0.1	-8.5	106.2	109.2	-14.5	7.9	112.2	93.3
COc1ccc(OC)c(C2C(C(=O)c3ccco3)=C(O)C(=O)N2CC2CCCO2)c1 (centres undefined)
→ 2.4	-1.9	104.7	100.1	21.7	-6.8	86.9	93.0
Cc1ccc(-n2c(SCC(=O)Nc3ccc(N4CCOCC4)cc3)nc3ccccc3c2=O)cc1
→ 17.7	-1.8	98.7	101.4	1.5	7.0	98.5	92.7
FC(F)(F)Oc1ccc(NC(=S)Nc2ccc(OC(F)(F)F)cc2)cc1
→ 4.9	-13.0	101.6	89.4	2.1	0.0	101.5	92.8
COc1ccc(C(=O)CSc2n[nH]c(-c3ccco3)n2)cc1
→ -1.1	-6.8	90.9	97.6	4.3	-3.9	105.3	90.9
O=c1cc(N2CCc3ccccc3C2)[nH]c(=O)n1Cc1ccc(F)cc1
→ 2.5	0.3	93.0	96.5	20.9	-5.2	93.9	90.8
CC(C)c1c(O)nc(SCc2ccccc2)[nH]c1=O
→ 4.4	-2.6	101.0	104.9	-7.1	0.6	142.5	105.9
CCn1c(=O)c2ccccc2n2c(SCC(=O)N3CCc4ccccc4C3)nnc12
→ -1.6	10.2	103.9	98.2	4.1	-3.2	102.1	99.4
CCOc1ccc(-c2nc(-c3cccnc3)no2)cc1
→ -3.6	4.6	87.6	97.1	-1.1	7.6	104.5	105.9

Source: PubChem BioAssay (several laboratories)
